Bioassay records as filed in PubChem.
uPA generation – inhibitors of cell surface uPA generation; cell surface uPA generation assay, qHTS; Potency, µM (top dose mostly 38.3 µM), for the others: at the highest dose activity change, negative = inhibition, most hits filed as inhibitors; 330,000 tested, 0.31% active; active = well fitted inhibition curve with a large enough effect; inconclusive = small, poorly fitted or top-dose-only effect; inactive = no such curve, though single readings can be large or run the other way; tested in mouse RAW 264.7 cells; also: potency is read from the fitted curve at half-maximal effect; % is scaled to controls: 0 for no effect and ±100 for the full control effect; nearly all actives have a fitted effect of over 55% in size
B2AR arrestin – agonists driving beta-arrestin recruitment to human beta2-adrenergic receptor; P07550; beta-arrestin recruitment to beta2AR, cell-based reporter; Potency, µM (highest dose often 46.1 µM), for inactives: top-dose activation, actives largely listed as activators; 330,000 tested, 0.02% active;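 also: potency is read from the fitted curve at half-maximal effect; 0% = DMSO controls and full agonism = EC100 isoproterenol or metaproterenol; nearly all actives have a fitted effect of over 65% in size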
a7 integrin act – activates integrin-mediated alleviation for muscular dystrophy. 350,000 tested, 0.064% active. Potency, µM (highest dose often 38.3 µM), without a hit: at the top dose activation, usual class: activators. alpha7betagal myoblasts, beta-gal FDG fluorescence, 48 h;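 also: potency is read from the fitted curve at half-maximal effect; 100% = response of the positive control SU9516; nearly all actives have a fitted effect of over 60% in size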
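Alpha7betagal+/- myoblasts (passage 13) were plated 16-24 hr, then exposed to compounds (1:260 dilution of DMSO stock) for 48 hours at 37C. After MPER lysis, β-galactosidase reporter activity was read as FDG fluorescence (ex 480/em 540) after 30 minutes.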
BRCA1 expr up – activators of BRCA1 expression; MCF7-BRCA1-FFLuc reporter, luminescence, 48 h; response scale: scaled: vehicle 0%, 10 µM genistein 100%; Potency, µM (series often up to 46.1 µM), without a hit: top-dose activation, usual class: activators; 380,000 tested, 1.1% active; AID 624202; also: potency is read from the fitted curve at half-maximal effect; nearly all actives have a fitted effect of over 80% in size; some results filed as inactive show a strong effect at the top dose
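MCF7 cells carrying a BRCA1-firefly luciferase reporter (2000 cells/well, phenol-red free MEM) were attached for 2 h at 37 °C, then given compounds for 48 h. Luminescence was read 15 min after luciferase reagent; activity normalized to genistein (10 microM) and DMSO.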
Eya2 inh – blocks the phosphatase activity of human Eya2; 330,000 tested, 0.006% active; Potency, µM (doses to about 76.9 µM), for the others: at the top dose activity, negative = inhibition, actives largely listed as inhibitors; recombinant Eya2, OMFP fluorescence dephosphorylation (OMFP is methylfluorescein phosphate); O00167; also: potency is read from the fitted curve at half-maximal effect; % is scaled to controls: 0 for no effect and ±100 for the full control effect
Target sequence (O00167 whole entry, looked up): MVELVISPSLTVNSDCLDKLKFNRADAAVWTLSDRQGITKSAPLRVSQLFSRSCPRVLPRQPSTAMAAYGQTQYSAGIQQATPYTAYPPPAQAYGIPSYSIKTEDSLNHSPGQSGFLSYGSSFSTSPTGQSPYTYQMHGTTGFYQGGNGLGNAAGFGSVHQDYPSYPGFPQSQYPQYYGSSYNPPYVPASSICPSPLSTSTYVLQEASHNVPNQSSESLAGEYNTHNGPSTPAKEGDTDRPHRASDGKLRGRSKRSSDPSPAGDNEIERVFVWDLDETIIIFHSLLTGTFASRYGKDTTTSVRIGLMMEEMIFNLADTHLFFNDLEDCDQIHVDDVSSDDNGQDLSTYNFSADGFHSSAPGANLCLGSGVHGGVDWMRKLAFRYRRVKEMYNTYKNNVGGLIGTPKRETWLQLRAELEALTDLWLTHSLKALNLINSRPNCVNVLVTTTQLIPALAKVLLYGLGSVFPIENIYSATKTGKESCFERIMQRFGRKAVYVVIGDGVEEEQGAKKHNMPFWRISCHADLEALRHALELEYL
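Eya2 (0.2 uM) preincubated 10 min at ambient with compound, then OMFP substrate added at 50 uM; 10 min reaction in 50 mM HEPES pH 7.5, 50 mM NaCl, 5 uM MgCl2, 0.05% BSA, 1 mM DTT. Fluorescence read at Ex 485/Em 525 nm.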
TSG101-PTAP inh – blocks PTAP/TSG101 interaction to inhibit HIV-1 budding; Q99816; Fluorescence polarization, FITC-PTAP peptide / Tsg101 binding; 340,000 tested, under 10 active; Potency, µM (series often up to 115 µM), without a hit: top-dose activity change, negative = inhibition, actives largely listed as inhibitors; active = well fitted inhibition curve with a large enough effect in the main read-out, with a control signal flat, not every such curve was filed as active; inconclusive = small, poorly fitted or top-dose-only effect, or effect the other way, or a change in a side signal; inactive = no such curve, though single readings can be large or run the other way; also: potency is read from the fitted curve at half-maximal effect; % of control where 0% means no effect
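Fluorescence anisotropy tracks displacement of a FITC-tagged PTAP peptide (50 nM) from the Tsg101 binding domain (10 uM), following a 20 min room-temperature incubation at pH 7.5.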
ELG1 genotox – genotoxicity induction in ELG1-luciferase HEK293T cells; HEK293T ELG1-luciferase reporter, luminescence, 16 h; Potency, µM (highest dose often 46 µM), without a hit: top-dose activity change, positive = activation, usual class: activators; 330,000 tested, 1.3% active; AID 504466; also: potency is read from the fitted curve at half-maximal effect; % of control where 0% means no effect; nearly all actives have a fitted effect of over 60% in size
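After overnight (16 hr) compound treatment at 37 °C, ELG1-luciferase HEK293T cells were lysed with ONE-Glo; luminescence quantified 30 min later at room temperature.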
S-ASM inh – human S-ASM enzyme inhibition; P17405; placental ASM, HMU-PC fluorogenic substrate, 60 min; Potency, µM (titrated, usually from 57.5 µM), for inactives: top-dose activity change, negative = inhibition, usual class: inhibitors; 340,000 tested, 0.006% active; also: potency is read from the fitted curve at half-maximal effect
Target sequence (P17405 47-631 limits assumed): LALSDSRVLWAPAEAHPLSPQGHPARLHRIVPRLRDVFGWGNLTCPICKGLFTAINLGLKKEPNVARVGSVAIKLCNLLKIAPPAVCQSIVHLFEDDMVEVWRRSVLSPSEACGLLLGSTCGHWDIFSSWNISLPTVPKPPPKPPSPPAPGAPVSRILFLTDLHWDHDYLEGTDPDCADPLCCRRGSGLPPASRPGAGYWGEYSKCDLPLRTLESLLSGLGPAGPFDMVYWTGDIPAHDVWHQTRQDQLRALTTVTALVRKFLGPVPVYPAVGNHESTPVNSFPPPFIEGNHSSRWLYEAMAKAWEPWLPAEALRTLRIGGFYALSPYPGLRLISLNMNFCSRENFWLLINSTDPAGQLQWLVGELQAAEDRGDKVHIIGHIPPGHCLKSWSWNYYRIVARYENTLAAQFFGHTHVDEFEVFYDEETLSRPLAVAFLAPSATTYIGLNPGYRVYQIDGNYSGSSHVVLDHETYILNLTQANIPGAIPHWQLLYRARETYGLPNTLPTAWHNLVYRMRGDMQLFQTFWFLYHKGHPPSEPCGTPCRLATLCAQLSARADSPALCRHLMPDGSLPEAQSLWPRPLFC
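Steps: dispense placental human ASM, pin compound, wait 10 min at room temperature, add HMU-PC0 substrate at 9 uM final, incubate 60 min at 37 °C, add stop solution raising pH to 10, read fluorescence.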
TRPV1 agonist – human TRPV1 agonism; activation, % at 8.33 µM; 320,000 tested, 0.19% active; Q8NER1; TRPV1-expressing cells, Fluo-8 calcium influx, agonist mode; in the data active = activation above about 80%; inconclusive = between about 30% and that limit; also: 0% is about no effect
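Cells expressing TRPV1 were dye-loaded with Fluo-8 and read kinetically: 10 s baseline, 3 min after compound (agonist portion), then 2 min after EC20 capsaicin (allosteric enhancer portion). Calcium-bound dye fluorescence at 480/520 nm.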
USP2a block – inhibitors of human ubiquitin-specific protease USP2a; Potency, µM (highest dose often 38.3 µM), for the others: at the highest dose activity change, negative = inhibition, actives largely listed as inhibitors; 330,000 tested, 0.01% active; USP2 core, Ub-CHOP2 coupled fluorogenic reporter, 485/531; O75604;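 also: potency is read from the fitted curve at half-maximal effect; plate controls were DMSO wells for no effect and full inhibition by NEM control for full effect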
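Cell-free coupled assay: 10nM USP2 core preincubated 30min RT with compound in Tris-HCl pH 8.0/CaCl2/CHAPS buffer, then 25nM Ub-CHOP2 and 25nM reporter substrate; fluorescence (Ex 485/Em 531) read after 60min RT, normalized to NEM inhibition, concentration-response curves fitted.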
p53 reactivation – restores transcriptional activity of mutant p53; AID 504706; H1299 p53-A138V BP100-luciferase reporter, luminescence, 24 h; Potency, µM (top dose mostly 92.2 µM), inactives show top-dose activity change, positive = activation, hits mostly activators; 320,000 tested, 0.063% active; also: potency is read from the fitted curve at half-maximal effect; % of control where 0% means no effect; nearly all actives have a fitted effect of over 45% in size
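p53-null H1299 cells stably carrying temperature-sensitive p53-A138V and a BP100-luciferase reporter were pinned with compounds (4-point, 1:5 series) and held 24 hrs at 37 deg C. Luminescence was read 10 min after detection reagent.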
* = called active by the depositor; ? = inconclusive; · = no result given; [ ] = dose if it differs, or a comment. Unless noted, calls follow the shape of the dose curve; as a rule, active = well fitted curve in the direction sought with a large enough effect; inconclusive = small, poorly fitted or top-dose-only effect, or another doubt; inactive = no such curve, though single readings can be large; an effect the other way counts as inactive or inconclusive. Outcome played no part in choosing rows (roughly 2.6% active in at least one column).

No. | SMILES | ELG1 genotox | S-ASM inh | BRCA1 expr up | p53 reactivation | Eya2 inh | TRPV1 agonist | TSG101-PTAP inh | B2AR arrestin | uPA generation | USP2a block | a7 integrin act
1 | Cc1cc(C(=O)N2CCN(S(=O)(=O)c3ccccc3C#N)CC2)c(C)o1 | -3% | -2% | -8% | -2% | 6% | 3 | -1% | 0.3% | -1% | 0% | -9%
2 | CN(Cc1ccccc1)C(=O)COC(=O)CCC(=O)c1ccc(Cl)cc1 | 0% | 0% | 9% | 3% | -21% | · | -4% | -0.8% | 23% | 1% | 44%
3 | CCN(CC)c1ccc2c(c1)CCCN2 | -1% | · | · | ? | -23% | 1 | · | 0.6% | · | 11% | ·
4 | COc1cccc(/C=N/NC(=O)CNC(=O)c2cccs2)c1O | 16% | 38% | -55% | 16% | 4% | -3 | -2% | 0.3% | 0% | 1% | -37%
5 | CCc1nn2c(=O)cc(COC(=O)c3ccc(SC)cc3OC)nc2s1 | -2% | 0% | -3% | -4% | 0% | 0 | -7% | -0.2% | 4% | 3% | 4%
6 | Cc1ccc(Cl)cc1N1CCN(C(=O)C2CCCN(S(=O)(=O)c3cnc[nH]3)C2)CC1 (stereo unspecified) | -4% | -1% | -30% | -4% | 1% | 15 | -9% | -0.3% | 3% | -5% | -10%
7 | COc1ccccc1N(CC(=O)NCc1ccc(F)cc1)C(=O)CCC(=O)Nc1nccs1 | 0% | -2% | -23% | -4% | 6% | -5 | 1% | -0.7% | 0% | 1% | 1%
8 | Cc1nn(Cc2ccccc2)c(C)c1NC(=O)c1ccc([N+](=O)[O-])cc1[N+](=O)[O-] | -4% | -1% | -41% | 6% | 6% | 24 | 0% | 0.4% | -5% | 3% | -16%
9 | COc1ccc(S(=O)(=O)n2cnc3ccccc32)c(C)c1 | -4% | 1% | -10% | 0% | 3% | 5 | -3% | -0.1% | 3% | 2% | 0%
10 | COC(=O)c1ccccc1NC(=O)CSc1nc2ccccc2c(=O)[nH]1 | 0% | 5% | -21% | -9% | 5% | -3 | -12% | -1.5% | -7% | 0% | -12%
11 | CNC(=O)c1ccc(Nc2nnc(-c3ccc(C)c(S(=O)(=O)NCC4CCCO4)c3)c3ccccc23)cc1 (stereo unspecified) | -2% | 16% | -36% | 12% | -3% | 0 | -1% | -0.3% | -4% | 1% | -11%
12 | Cc1ccc(C(=O)Nc2ccc(C(=O)/C=C/c3cccs3)cc2)cc1 | -3% | 2% | 90% | 16% | -5% | ? | 0% | -0.1% | -1% | 1% | -31%

Reformatted with each value named: entries from further up.
9: COc1ccc(S(=O)(=O)n2cnc3ccccc32)c(C)c1
- ELG1 genotox: -4%
- S-ASM inh: 1%
- BRCA1 expr up: -10%
- p53 reactivation: 0%
- Eya2 inh: 3%
- TRPV1 agonist: 5
- TSG101-PTAP inh: -3%
- B2AR arrestin: -0.1%
- uPA generation: 3%
- USP2a block: 2%
- a7 integrin act: 0%

10: COC(=O)c1ccccc1NC(=O)CSc1nc2ccccc2c(=O)[nH]1
- ELG1 genotox: 0%
- S-ASM inh: 5%
- BRCA1 expr up: -21%
- p53 reactivation: -9%
- Eya2 inh: 5%
- TRPV1 agonist: -3
- TSG101-PTAP inh: -12%
- B2AR arrestin: -1.5%
- uPA generation: -7%
- USP2a block: 0%
- a7 integrin act: -12%

11: CNC(=O)c1ccc(Nc2nnc(-c3ccc(C)c(S(=O)(=O)NCC4CCCO4)c3)c3ccccc23)cc1 (stereo unspecified)
- ELG1 genotox: -2%
- S-ASM inh: 16%
- BRCA1 expr up: -36%
- p53 reactivation: 12%
- Eya2 inh: -3%
- TRPV1 agonist: 0
- TSG101-PTAP inh: -1%
- B2AR arrestin: -0.3%
- uPA generation: -4%
- USP2a block: 1%
- a7 integrin act: -11%

New compounds follow.
No. | SMILES | ELG1 genotox | S-ASM inh | BRCA1 expr up | p53 reactivation | Eya2 inh | TRPV1 agonist | TSG101-PTAP inh | B2AR arrestin | uPA generation | USP2a block | a7 integrin act
13 | CSc1nnc(C)c(=O)n1COC(=O)COc1ccc2ccccc2c1 | -1% | 1% | 1% | -6% | -3% | 0 | -2% | -0.1% | 3% | 0% | -17%
14 | Cc1ccc(-c2ccnc3nc(-n4cccc4)nn23)o1 | 9% | 9% | -39% | 0% | 3% | ? | 7% | -0.4% | -8% | 4% | -24%
15 | Cn1cnnc1Sc1nc2c(c(=O)n(C)c(=O)n2C)n1C | · | 0% | 1% | · | · | · | -1% | · | -1% | · | -16%
16 | O=C(Nc1ccccc1)C1CCCN1/C=C/C(=O)C(F)(F)F (stereo unspecified) | 5% | 8% | 13% | 3% | -16% | 3 | 3% | -0.1% | -2% | -1% | 19%
17 | CCN(CC)c1ccc(NC(=O)CSc2nc3ccccc3c(=O)[nH]2)cc1 | -3% | 0% | -12% | 0% | -5% | 1 | -4% | 0.2% | -2% | 0% | -7%
18 | COC(=O)C(=O)/C=C(\O)c1ccc(C)cc1 | 4% | 4% | 14% | 11% | 3% | -4 | 0% | 0.1% | 2% | 0% | ?
19 | CC(C)(c1ccc(O)cc1)c1ccc(O)cc1 | 0% | 0% | 17% | -1% | -6% | -1 | -9% | 0.1% | 10% | -7% | 0%
20 | CC(C)Cc1nnc(NC(=O)CN2C(=O)c3ccccc3C2=O)s1 | -8% | -1% | 9% | -11% | -26% | 11 | -1% | 0.0% | 2% | 0% | 23%
21 | O=C(Nc1ccccc1)Nc1csc2ccccc12 | 17% | -8% | 56% | 22% | -2% | ? | -1% | -0.4% | 1% | -1% | 1%
22 | Cc1ccc2cc(C3CC(c4ccco4)=NN3C(=O)CCC(=O)O)c(Cl)nc2c1 (stereo unspecified) | 2% | 5% | -11% | -6% | -4% | -8 | -5% | -0.5% | 1% | -1% | 4%
23 | COc1ccc(C)cc1NC(=O)c1cc2c(s1)CCC2 | 13% | -1% | 0% | ? | -13% | ? | 0% | -0.1% | 0% | 3% | 3%
24 | O=C(NCc1ccccc1)/C(=N\O)c1ccccc1 | 17% | 2% | 14% | ? | 12% | 8 | -9% | -0.4% | -7% | -7% | -10%
25 | Cc1cc(C)c(C#N)c(SCc2cn3c(C)cccc3n2)n1 | 9% | 0% | -23% | -5% | -9% | ? | -5% | -1.1% | -2% | -6% | 5%
26 | O=Cc1cccn1-c1ccc2ccccc2c1 | ? | -4% | 44% | 2% | 9% | 7 | -1% | -0.1% | 16% | 8% | -3%
27 | Cc1ccc(F)cc1NC(=O)C12CC3CC(C1)CC(n1cnc([N+](=O)[O-])n1)(C3)C2 | 0% | -2% | 0% | 5% | 8% | -2 | -4% | 0.1% | -1% | 3% | -11%
28 | c1ccc(-c2noc(CC3CCCCC3)n2)cc1 | ? | -1% | 42% | -1% | 4% | 5 | 1% | -0.5% | 1% | 0% | -18%
29 | CCCCN(CCCC)c1nc2ccccc2nc1NS(=O)(=O)c1ccc(NC(C)=O)cc1 | 1% | 48%[activator] | -41% | -2% | 19% | 10 | -5% | -0.3% | 0% | 8% | 17%
30 | CC1=CC(C)(C)N(C(=O)C(C)N2C(=O)c3ccccc3C2=O)c2c(C)cc(C)cc21 (stereo unspecified) | -6% | · | · | -3% | 15% | ? | · | -0.1% | · | 0% | ·
31 | Cn1c(=O)c2c(C(=O)O)cc(-c3ccccc3)nc2n(Cc2ccccc2)c1=O | 1% | 13% | 1% | 1% | -2% | -2 | -5% | 0.2% | 5% | 2% | 40%
32 | N#Cc1c(-c2ccc(F)cc2)noc1N | -1% | 4% | 8% | 14% | 4% | 0 | 0% | -0.4% | -5% | 7% | -38%[inhibitor]
33 | O=C(NC1CCN(Cc2ccccc2)CC1)c1cc(Br)c(Br)[nH]1 | -7% | 1% | -36% | -3% | -6% | 11 | 1% | -0.6% | 6% | -1% | 4%
34 | COc1cc(SC)ccc1C(=O)NCCOc1ccccc1Cl | ? | -5% | 7.9µM* | 15% | 7% | 18 | 2% | -0.6% | -2% | -1% | 15%

Single records, as listed above.
c1ccc(-c2noc(CC3CCCCC3)n2)cc1 is listed as ELG1 genotox: ?; S-ASM inh: -1%; BRCA1 expr up: 42%; p53 reactivation: -1%; Eya2 inh: 4%; TRPV1 agonist: 5; TSG101-PTAP inh: 1%; B2AR arrestin: -0.5%; uPA generation: 1%; USP2a block: 0%; a7 integrin act: -18%
Cn1c(=O)c2c(C(=O)O)cc(-c3ccccc3)nc2n(Cc2ccccc2)c1=O is listed as ELG1 genotox: 1%; S-ASM inh: 13%; BRCA1 expr up: 1%; p53 reactivation: 1%; Eya2 inh: -2%; TRPV1 agonist: -2; TSG101-PTAP inh: -5%; B2AR arrestin: 0.2%; uPA generation: 5%; USP2a block: 2%; a7 integrin act: 40%
